KCNH2 WT inh = inhibitors of human wildtype KCNH2 potassium channel. Q12809. 340,000 tested, 0.37% active. U2OS, BacMam KCNH2, thallium flux FluxOr; active compounds read low. activity change, % at 1.84 µM;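 active = maximum activity change below -70%; inconclusive = maximum activity change between -70% and -50%; inactive = maximum activity change above -50%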; note: % is set by controls: 0 for no effect and ±100 for the full control effect
Target sequence (Q12809 whole entry, looked up): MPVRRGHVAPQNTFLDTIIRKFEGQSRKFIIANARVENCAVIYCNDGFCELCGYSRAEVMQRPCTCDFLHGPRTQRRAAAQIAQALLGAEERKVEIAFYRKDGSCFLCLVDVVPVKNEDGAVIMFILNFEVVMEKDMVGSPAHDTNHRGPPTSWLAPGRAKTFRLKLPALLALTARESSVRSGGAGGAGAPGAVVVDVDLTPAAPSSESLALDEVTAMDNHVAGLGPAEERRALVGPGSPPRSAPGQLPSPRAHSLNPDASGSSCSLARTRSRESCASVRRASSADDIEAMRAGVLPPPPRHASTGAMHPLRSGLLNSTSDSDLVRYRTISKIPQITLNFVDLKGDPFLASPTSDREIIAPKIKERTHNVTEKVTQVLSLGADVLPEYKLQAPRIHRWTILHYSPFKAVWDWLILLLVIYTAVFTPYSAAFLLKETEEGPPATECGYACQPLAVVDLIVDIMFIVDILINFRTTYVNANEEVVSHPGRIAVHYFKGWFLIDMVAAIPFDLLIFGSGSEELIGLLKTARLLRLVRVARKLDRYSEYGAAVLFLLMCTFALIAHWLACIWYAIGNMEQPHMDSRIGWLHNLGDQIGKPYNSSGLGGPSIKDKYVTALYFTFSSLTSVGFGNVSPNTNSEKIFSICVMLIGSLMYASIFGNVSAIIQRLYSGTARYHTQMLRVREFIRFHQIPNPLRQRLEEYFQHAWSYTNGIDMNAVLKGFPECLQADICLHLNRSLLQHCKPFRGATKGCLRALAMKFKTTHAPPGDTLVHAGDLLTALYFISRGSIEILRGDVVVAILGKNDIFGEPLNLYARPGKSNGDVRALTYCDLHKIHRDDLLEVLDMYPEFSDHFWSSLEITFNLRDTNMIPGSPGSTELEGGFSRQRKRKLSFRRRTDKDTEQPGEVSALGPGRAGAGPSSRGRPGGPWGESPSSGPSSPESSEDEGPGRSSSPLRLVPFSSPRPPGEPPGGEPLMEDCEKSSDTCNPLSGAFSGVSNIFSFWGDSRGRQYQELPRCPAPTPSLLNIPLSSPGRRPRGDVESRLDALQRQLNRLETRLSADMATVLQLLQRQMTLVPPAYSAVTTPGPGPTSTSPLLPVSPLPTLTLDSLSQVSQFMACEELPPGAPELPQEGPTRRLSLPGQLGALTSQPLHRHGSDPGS
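U2OS cells were transduced with wild-type KCNH2 virus (2.03 x 10^8 / mL) for 4 h at room temperature, then cultured overnight at 37 C. Thallium flux was read with FluxOr dye. Rate constants were normalized to DMSO controls.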
Eya2 phos inh = Eya2 (human) phosphatase inhibition. AID 488837. Potency, µM (highest dose often 76.9 µM), for inactives: top-dose activity, negative = inhibition, most hits filed as inhibitors. 330,000 tested, 0.006% active. recombinant Eya2, OMFP fluorescence dephosphorylation (OMFP is methylfluorescein phosphate). O00167; note: potency is the fitted concentration of half-maximal effect; % is set by controls: 0 for no effect and ±100 for the full control effect
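Eya2 protein (added as 0.2 uM solution) was preincubated with compound for 10 min at ambient temperature in 50 mM HEPES pH 7.5, 50 mM NaCl, 5 uM MgCl2, 0.05% BSA, 1 mM DTT. OMFP (added at 50 uM) then reacted 10 min; fluorescence read at 485/525 nm.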
Mito fusion yeast = inhibitors of mitochondrial division or activators of mitochondrial fusion; S. cerevisiae fusion-defective mutant growth rescue, CellTiterGlo 48 h; Potency, µM (highest dose often 46.1 µM), without a hit: top-dose growth rescue (activation), most hits filed as activators; 320,000 tested, 0.23% active;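 note: potency is the fitted concentration of half-maximal effect; % of control where 0% means no effect; nearly all actives have a fitted effect of over 45% in size; temperature-sensitive fusion mutants such as fzo1-1 at 37 °C on non-fermentable ethanol glycerol medium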
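Read-out: ATP-based luminescence (CellTiterGlo, 10 min ambient) reporting growth of fusion-defective ts yeast after 48 hours at 37C on glycerol/ethanol YPEG medium in the presence of compound.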
ELG1 repair inh = inhibitors of ELG1-dependent DNA repair in HEK293T cells; HEK293T ELG1-luciferase reporter, luminescence, 16 h; DNA damage induced by 5-fluorouridine; Potency, µM (titrated, usually from 46.1 µM), inactives show top-dose activity change, negative = inhibition, actives largely listed as inhibitors; 330,000 tested, 2.3% active; AID 504467; note: potency is the fitted concentration of half-maximal effect; % is set by controls: 0 for no effect and ±100 for the full control effect; nearly all actives have a fitted effect of over 55% in size
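Step one: seed 2,000 cells per well. Step two: pin-transfer compound or DMSO alongside 5-fluorouridine. Step three: incubate 16 hr, 37 °C, 5% CO2. Step four: add ONE-Glo, wait 30 min, read luminescence.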
AT treatment = candidate therapy for ataxia-telangiectasia | 320,000 tested, 0.19% active | Potency, µM (highest dose often 57.5 µM), for inactives: at the highest dose activation, hits mostly activators | […] A-T fibroblasts, KAP-1 phosphorylation AlphaLISA; neocarzinostatin DNA damage 30 min before lysis; note: potency is the fitted concentration of half-maximal effect; % of control where 0% means no effect; nearly all actives have a fitted effect of over 45% in size
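hTERT-immortalized A-T patient fibroblasts ([…]), 500 cells/well in OPTI-MEM, 1% FBS, got compounds for 60 min, then NCS for 30 min at 37C. Lysates were then assayed for phospho-KAP-1 by AlphaLISA (anti-pKAP1 donor, anti-KAP1 acceptor beads), 6 hr at 25C.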
KCNH2 3.1 block = inhibitors of human KCNH2 3.1 potassium channel isoform; U2OS KCNH2 3.1, thallium flux FluxOr; active compounds read low; activity change, % (tested at about 1.8 µM); 340,000 tested, 0.95% active; AID 720553;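 active = maximum activity change below -70%; inconclusive = maximum activity change from -70% to -50%; inactive = maximum activity change above -50%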;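 note: thallium influx rate constant from kinetic fluorescence after stimulation buffer; % is set by controls: 0 for no effect and ±100 for the full control effect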
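U2OS cells transduced with KCNH2 3.1 mutant virus (1.77 x 10^8 /mL, 4 h), plated overnight at 37 C, loaded 45 min with FluxOr dye plus Red40 quencher. Thallium flux rate constant from kinetic reads after stimulation buffer, normalised to controls.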
TRPV1 ag = human TRPV1 agonism; TRPV1-expressing cells, Fluo-8 calcium influx, agonist mode; 320,000 tested, 0.19% active; Q8NER1; activation, % at 8.33 µM; in the data active = activation above about 80%; inconclusive = between about 30% and that limit; note: 0% is about no effect
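TRPV1-expressing cells were cultured overnight at 35.5C and loaded with Fluo-8 calcium dye for 40 to 90 min at room temperature. After a 10 s baseline, compound was added and calcium influx was read kinetically for 3 min (ex 480/em 520 nm).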
TSHR antagonist = antagonists of human thyroid stimulating hormone receptor; TSHR-expressing cells, TSH-stimulated cAMP HTRF, 2 h; active compounds read low; activity change, negative = inhibition, % at 11.5 µM; 330,000 tested, 0.2% active; AID 504810;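 active = activity change below a set negative limit, meaning inhibition stronger than a set level, cut at about -70% in these data; inconclusive = activity change between two set negative limits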; note: % is set by controls: 0 for no effect and ±100 for the full control effect
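TSHR-expressing cells, 200/well, pre-treated with compound, then stimulated with EC80 TSH (4nM final) for 2 hours at 37 deg C. cAMP measured by competitive HTRF: anti-cAMP cryptate antibody in lysis buffer plus cAMP-d2, read after 30 minutes at room temperature.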
USP2a block = blocks human ubiquitin-specific protease USP2a; Potency, µM (highest dose often 38.3 µM), without a hit: at the highest dose activity change, negative = inhibition, hits mostly inhibitors; 330,000 tested, 0.01% active; AID 463254; USP2 core, Ub-CHOP2 coupled fluorogenic reporter, 485/531;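 note: potency is the fitted concentration of half-maximal effect; plate controls were DMSO wells for no effect and full inhibition by NEM control for full effect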
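Deubiquitinase activity read as fluorescence (485/531 nm) after Ub-CHOP2 cleavage activates the enterokinase reporter on its substrate; USP2 core 10nM, Ub-CHOP2 and substrate 25nM each, 30min compound preincubation then 60min RT; data normalized to NEM, curves fitted.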
TCR act = T cell receptor activation. 330,000 tested, under 10 active. AID 504894. Potency, µM (doses to about 9.22 µM), inactives show top-dose activation of IL-2 secretion, hits mostly activators. primary human leukocytes, anti-CD3, IL-2 HTRF, 48 h; note: % of control where 0% means no effect
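1) Mix primary human leukocytes, a-CD3 beads and compound. 2) Incubate 48 hr. 3) Add HTRF IL-2 reagents (a-IL-2-K, a-IL-2-d2).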
* hit, by the source's call; i = inactive; ? = inconclusive; . = no result given; [ ] = another dose, or the depositor's remark. Unless noted, calls come from the whole dose curve; as a rule, active = well fitted curve in the direction sought with a large enough effect; inconclusive = small, poorly fitted or top-dose-only effect, or another doubt; inactive = no such curve, though single readings can be large; an effect the other way counts as inactive or inconclusive. The list is partial; the hit share may differ from the screen's.

#1 COc1ccc(/C=N/NC(=O)c2cc(C)oc2C)cc1OC
#2 CN=C(Nc1cccc(S(=O)(=O)N2CCOCC2)c1)c1ccccc1
#3 CC(C)OC(=O)c1sc2nc3c(cc2c1N)C(=O)CCC3
#4 O=C(COC(=O)c1cccc(O)c1)Nc1nnc(-c2ccccc2)o1
#5 CCCOc1ccc([N+](=O)[O-])cc1C1NC(=S)NC(c2ccccc2)=C1C(=O)OCC (centres undefined)
#6 Cn1cc(/C=C2\SC(=S)N(NC(=O)c3ccccc3)C2=O)c2ccccc21

Compound	1	2	3	4	5	6
KCNH2 WT inh	4	57	-2	-5	4	5
Eya2 phos inh	?	8%	6%	20%	-3%	5%
Mito fusion yeast	-6%	.	1%	-3%	5%	-2%
ELG1 repair inh	0%	12%	?	9%	-12%	-21%
AT treatment	-5%	0%	6%	5%	-1%	-5%
KCNH2 3.1 block	-8	5	-4	2	2	1
TRPV1 ag	.	.	25	-1	29	16
TSHR antagonist	-5	.	-16	-6	-24	2
USP2a block	1%	5%	-1%	9%	2%	9%
TCR act	-4%	2%	6%	-2%	3%	0%[46.1 µM]

Entries of single compounds, quoted from the list. Order of screens: KCNH2 WT inh	Eya2 phos inh	Mito fusion yeast	ELG1 repair inh	AT treatment	KCNH2 3.1 block	TRPV1 ag	TSHR antagonist	USP2a block	TCR act
CCCOc1ccc([N+](=O)[O-])cc1C1NC(=S)NC(c2ccccc2)=C1C(=O)OCC (centres undefined) is listed with 4	-3%	5%	-12%	-1%	2	29	-24	2%	3%
CN=C(Nc1cccc(S(=O)(=O)N2CCOCC2)c1)c1ccccc1 is listed with 57	8%	.	12%	0%	5	.	.	5%	2%
O=C(COC(=O)c1cccc(O)c1)Nc1nnc(-c2ccccc2)o1 is listed with -5	20%	-3%	9%	5%	2	-1	-6	9%	-2%

Next part
#7 CCOC(=O)c1[nH]c2ccccc2c1NC(=S)Nc1ccccc1C
#8 CCOC(=O)c1c(CC(C)C)csc1N
#9 COC(=O)/C(=C/c1ccc(OC)cc1)NC(=O)c1ccco1
#10 CCCCN1C(=O)C2Cc3c([nH]c4ccccc34)CN2C1=S (centres undefined)
#11 COc1cc2c(cc1OC)[C@@H]1O[C@](CCCCN3C(=O)c4ccccc4C3=O)(C2)Oc2cc(C)n(-c3ccccc3)c(=O)c21
#12 CC(C)CCC(C(=O)O)C(C)CC(=O)NC1CCCCC1 (centres undefined)

Compound	7	8	9	10	11	12
KCNH2 WT inh	-2	6	3	-5	.	14
Eya2 phos inh	12%	14%	2%	-1%	-7%[15.4 µM]	0%
Mito fusion yeast	-3%	0%	-4%	4%	1%[9.22 µM]	2%
ELG1 repair inh	?	-9%	-3%	?	.	-3%
AT treatment	-22%	8%	9%	3%	-4%[11.5 µM]	2%
KCNH2 3.1 block	8	28	1	1	.	-1
TRPV1 ag	-2	8	-3	9	i	0
TSHR antagonist	-11	2	0	-1	.	13
USP2a block	-1%	3%	6%	0%	-8%[7.66 µM]	-1%
TCR act	1%	2%	3%[46.1 µM]	1%	.	4%

#13 CCN(Cc1ccccc1)S(=O)(=O)c1cc(C(=O)OC)n(C)c1
#14 COc1ccc(N2CCN(C(=O)CN(C)S(=O)(=O)c3cnc[nH]3)CC2)cc1
#15 CCc1ccc(N2C(=O)Cc3c2nc(N)c(C#N)c3N)cc1
#16 Cc1ccc(C2C(C(=O)c3cc4ccccc4o3)=C(O)C(=O)N2CCN2CCOCC2)o1 (centres undefined)
#17 Cc1ccc(-c2nc3ncccn3c2Nc2ccc3c(c2)OCCO3)cc1
#18 Cc1c(OCC(=O)N[C@@H](Cc2ccccc2)C(=O)O)ccc2c1oc(=O)c1ccccc12

Compound	13	14	15	16	17	18
KCNH2 WT inh	2	1	2	-4	-1	-2
Eya2 phos inh	-14%	7%	7%	-12%	-7%	-7%
Mito fusion yeast	-9%	-10%	5%	-3%	-1%	-1%
ELG1 repair inh	6%	10%	?	?	?	-2%
AT treatment	11%	-7%	3%	-2%	.	6%
KCNH2 3.1 block	-2	-19	-2	-8	-4	-2
TRPV1 ag	13	-4	-3	-1	2	1
TSHR antagonist	50	-3	-5	9	-6	4
USP2a block	1%	4%	-1%	5%	5%	-1%
TCR act	2%	0%	.	-2%	.	-3%

#19 CNC(=O)NC(=O)C(C)OC(=O)c1c(C)noc1C (centres undefined)
#20 O=C1Cc2ccccc2N1c1c(Cl)cccc1Cl
#21 CCN(Cc1ccccc1)S(=O)(=O)c1ccc(S(=O)(=O)N(Cc2cccc(OC)c2)CC2CCCO2)cc1 (centres undefined)
#22 CN(Cc1ccccc1)C(=O)c1ccc(NC2=NC3CS(=O)(=O)CC3S2)cc1 (centres undefined)
#23 O=C(Nc1ncc(Cl)cc1Cl)c1c(F)cccc1Cl
#24 CCCC1=NN2C(=N)/C(=C\c3ccc(OCCOc4ccc(NC(C)=O)cc4)c(OC)c3)C(=O)N=C2S1

Compound	19	20	21	22	23	24
KCNH2 WT inh	4	13	1	0	-6	1
Eya2 phos inh	-3%	0%	-18%	-3%	19%	2%
Mito fusion yeast	-1%	16%	0%	0%	-5%	-2%
ELG1 repair inh	13%	-7%	-12%	14%	?	13%
AT treatment	0%	.	2%	5%	3%	7%
KCNH2 3.1 block	16	-6	0	-30	7	0
TRPV1 ag	5	1	2	-1	1	0
TSHR antagonist	-1	-14	0	9	-6	-11
USP2a block	-8%	0%	-4%	1%	1%	-2%
TCR act	4%	7%[46.1 µM]	4%	-1%	-1%	2%

#25 Nc1c(Cl)cc(C2=NCCn3c2c2ccc(C(F)(F)F)cc2[n+]3[O-])cc1Cl
#26 CCOC(=O)C1(Cc2cccc(Cl)c2)CCCN(C(=O)CCC(=O)N(C)C)C1 (centres undefined)
#27 CCCC1=C(C(=O)OCC)C(c2ccco2)n2ncnc2N1 (centres undefined)
#28 O=[N+]([O-])c1ccc(Cl)c(C2Nc3cccc4cccc(c34)N2)c1
#29 CCOc1ccccc1NC(=O)COC(=O)c1cc(C)oc1C
#30 Cc1cc(-c2ccccc2)nc2oc3c(c12)NC(=O)CN(c1ccccc1)C3=O

Compound	25	26	27	28	29	30
KCNH2 WT inh	-2	-1	-12	1	3	-1
Eya2 phos inh	-29%	-2%	-21%	-23%	1%	-2%
Mito fusion yeast	19%	4%	-1%	7%	.	-1%
ELG1 repair inh	3%	2%	6%	-3%	1%	-10%
AT treatment	-15%	1%	44%	-3%	3%	-1%
KCNH2 3.1 block	2	4	-14	-16	6	-1
TRPV1 ag	5	11	13	-8	.	-2
TSHR antagonist	-7	4	-3	2	-9	9
USP2a block	0%	-1%	0%	0%	2%	1%
TCR act	2%	3%	-1%	-2%	8%[46.1 µM]	0%

#31 Nn1c(SCC(=O)Nc2ccc3c(c2)OCO3)nnc1-c1ccccc1
#32 CCOC(=O)c1ccc(NC(=O)N2CCN(CCc3ccccc3)CC2)cc1
#33 COc1ccc(C(=O)NC(=S)NNC(=O)COc2ccccc2)cc1
#34 Cc1cc(C)n(C(CC(=O)N2CCc3ccccc3C2)C(=O)O)n1 (centres undefined)
#35 O=C1CC(/C=C/c2cccnc2)=Nc2ccccc2N1
#36 CS(=O)(=O)/C(C#N)=C\c1cnc(S(=O)(=O)c2ccccc2)s1

Compound	31	32	33	34	35	36
KCNH2 WT inh	13	-18	-3	20	6	.
Eya2 phos inh	-9%	0%	12%	0%	-9%	5%
Mito fusion yeast	-2%	-1%	-17%	-3%	-3%	-4%
ELG1 repair inh	15%	0%	3%	16%	?	24%
AT treatment	.	-1%	-1%	12%	0%	-7%
KCNH2 3.1 block	-17	-2	40	9	-2	.
TRPV1 ag	15	?	0	-1	1	-5
TSHR antagonist	-5	5	2	-1	12	3
USP2a block	5%	1%	1%	-2%	-11%	26%
TCR act	-2%	.	0%	-4%	-7%	.

#37 O=C(NCc1cccc(Cl)c1)c1ccc2nc(N3CCOCC3)sc2c1
#38 CC(C)c1ccc(C2CC(=O)c3cnc(NC(=O)c4ccco4)nc3C2)cc1 (centres undefined)
#39 CCN(CC)c1ccc(C2Nc3cccc4cccc(c34)N2)c(O)c1
#40 COc1cccc(C2c3[nH]c4ccccc4c3C[C@H]3C(=O)N(c4ccccc4C(=O)NCCCN4CCOCC4)C(=O)N23)c1 (some centres undefined)
#41 COCCNCCCCOc1ccc(Br)cc1C

Compound	37	38	39	40	41
KCNH2 WT inh	3	1	-10	-3	-4
Eya2 phos inh	3%	2%	-1%	-16%	-1%
Mito fusion yeast	2%	?	-2%	2%	-8%
ELG1 repair inh	-18%	?	?	?	9%
AT treatment	4%	0%	-3%	-13%	-4%
KCNH2 3.1 block	-14	-4	8	-15	10
TRPV1 ag	?	?	3	7	-1
TSHR antagonist	-1	-12	0	5	9
USP2a block	2%	-1%	-1%	0%	1%
TCR act	-46%	-3%	0%	5%	2%[46.1 µM]

Bioassay records from PubChem.
